NOD1 inhibition = NOD1 signaling inhibitors, primary screen, cell-based, luminescence, uHTS (AID 1578); 290,000 compounds, 1% hits; inhibition, % at 4 µM; hits with a dose series show EC50 in µM; NOD1-driven NF-kB luciferase reporter cells, luminescence; higher % means a stronger effect; in the data active = inhibition mostly above about 36%, no sharp cut-off; inactive = mostly below about 34%;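 note: HEK-293T reporter cells stimulated with the NOD1 agonist gamma-tri-DAP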
Yfh1-off respiration = enhancers of respiration in Yfh1-depleted yeast, dose response, Friedreich's ataxia, plus single-dose screen (AID 1465) | S. cerevisiae Yfh1-off respiration, WST-1 reduction, 72 h; higher fold induction means a stronger effect | one-dose fold induction at 50 µM; EC50 in µM for titrated hits | 220,000 compounds, 0.074% hits;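 active = fold induction of absorbance versus untreated yeast above a set limit, then at least 30% activation at any dose in follow-up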;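 note: activators that raise dye reduction in frataxin-depleted yeast; strong numbers were not always called active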
TNAP activation fold = human TNAP enzyme activators, primary screen, biochemical, luminescent, no phosphate acceptor, uHTS (AID 1001) | 200,000 compounds, 0.03% hits | purified TNAP, luminescent activation assay, no phosphate acceptor; higher activation fold means a stronger effect | activation fold at 20 µM, or EC50 in µM where a hit was titrated; in the data active = activation fold from about 3, or a potency from the dose series; inactive = the rest, 99 in 100 with activation fold below about 1.6; note: many of its hits are not listed in these tables
KOR beta-arrestin-1 = KOR antagonists, beta-arrestin recruitment, cell-based, luminescence, uHTS (AID 1778); one-dose inhibition, % at 10 µM; IC50 in µM for titrated hits; 290,000 compounds, 0.091% hits; Kappa-type opioid receptor (Homo sapiens); KOR beta-arrestin recruitment, luminescence, antagonist mode; higher % means a stronger effect; note: strong numbers were not always called active
GPR55 beta-arrestin = GPR55 agonists via beta-arrestin recruitment, primary screen, imaging, U2OS cells, beta-arrestin-GFP redistribution (AID 1961). G-protein coupled receptor 55 (Homo sapiens). U2OS GPR55 beta-arrestin-GFP redistribution imaging; higher % means a stronger effect. one-dose activation, % at 10 µM; EC50 in µM for titrated hits. 290,000 compounds, 0.048% hits;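 active = activation above 40% with more than 50 cells counted in the well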;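 note: U2OS osteosarcoma cells stably expressing GPR55 and beta-arrestin-GFP; plate controls were DMSO negative control for no effect and LPI positive control for full effect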
NOD2 inhibition = NOD2 signaling inhibitors, cell-based, luminescence, uHTS, HEK293 (AID 1566); HEK293 NOD2/NF-kB luciferase reporter, luminescence; higher % means a stronger effect; inhibition, % at 4 µM; hits with a dose series show EC50 in µM; 290,000 compounds, 0.63% hits; note: many of its hits are not listed in these tables
KOR beta-arrestin-2 = KOR agonists, beta-arrestin recruitment, primary screen, cell-based, luminescence, uHTS (AID 1777); KOR beta-arrestin recruitment, luminescence; higher % means a stronger effect; activation, % at 10 µM, or EC50 in µM where a hit was titrated; 280,000 compounds, 0.02% hits; Kappa-type opioid receptor (Homo sapiens); in the data active = activation above about 50%, passing the limit was not always enough; note: a part of the inactive calls stands beside numbers as strong as those of hits
NTR1 agonist = agonists of NTR1, primary screen, imaging, U2OS cells, beta-arrestin-GFP, high content (AID 493036). NTR1-U2OS beta-arrestin-GFP spot imaging, agonist mode. Neurotensin receptor type 1 (Homo sapiens), P30989. 330,000 compounds, 0.17% hits. activation, % at 20 µM;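 active = activation at or above 40% of the spot to cytoplasm intensity ratio, with at least 20 cells analyzed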;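 note: 0% = DMSO without peptide and 100% = 100 nM NTR1 peptide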
Target sequence (P30989 whole entry, looked up): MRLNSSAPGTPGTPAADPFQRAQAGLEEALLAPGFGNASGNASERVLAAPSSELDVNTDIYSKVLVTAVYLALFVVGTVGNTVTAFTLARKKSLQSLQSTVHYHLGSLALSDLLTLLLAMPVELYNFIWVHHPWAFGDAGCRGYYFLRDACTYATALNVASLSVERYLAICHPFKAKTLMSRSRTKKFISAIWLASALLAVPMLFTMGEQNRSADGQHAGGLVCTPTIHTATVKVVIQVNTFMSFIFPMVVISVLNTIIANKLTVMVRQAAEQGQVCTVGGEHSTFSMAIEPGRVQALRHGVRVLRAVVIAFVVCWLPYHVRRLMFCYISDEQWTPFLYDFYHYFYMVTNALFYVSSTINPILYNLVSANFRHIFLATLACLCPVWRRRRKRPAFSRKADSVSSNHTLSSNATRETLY
ER stress rescue = rescue of cells from ER stress-induced death, primary screen, 384-well, CSM14.1, thapsigargin, ATP luminescence (AID 1222) | CSM14.1 thapsigargin-induced death rescue, ATP luminescence; higher % means a stronger effect | cellular ATP content (survival), % at 20 µM; hits with a dose series show EC50 in µM | 190,000 tested, under 10 active;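 active = EC50 below 50 µM in the dose-response confirmation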;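 note: death triggered by thapsigargin at about 15 µM added after 2 h compound pretreatment; cell ATP read after overnight thapsigargin exposure of roughly 18 to 22 hours; normalized against plate controls of thapsigargin alone and 5% DMSO vehicle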
NTR1 agonist cell count 20 µM = second read-out of NTR1 agonist, no call of its own (marks repeat the call); cell count; measured here: cell count, cytotoxicity flag
* hit, by the source's call; i = inactive; . = not tested or not shown. Cut-off read from the data, not from the text of the source, unless noted: active = inhibition above about 50%; inactive = the rest.

SMILES	KOR beta-arrestin-2	NOD1 inhibition	GPR55 beta-arrestin	NOD2 inhibition	ER stress rescue	Yfh1-off respiration	TNAP activation fold	KOR beta-arrestin-1	NTR1 agonist	NTR1 agonist cell count 20 µM
Cc1ccc(S(=O)(=O)NCC2CCC(C(=O)NCCCOC(C)C)CC2)cc1 (stereo not drawn)	0.2%	-7%	-0.2%	16%	-2.9%	i	1.1	-1%	0.7	67
COc1ccccc1NC(=O)C(NC(=O)OC(C)(C)C)C(C)OCc1ccccc1 (stereo not drawn)	6.8%	4%	-0.1%	13%	-0.8%	i	1.1	18%	2.0	77
COc1cc2nc(Cl)nc(N3CCOCC3)c2cc1OC	-2.7%	-7%	-0.5%	11%	-2.8%	i	1.1	35%	0.6	31
Cc1cc(NC(=O)c2ccccc2)n(C)n1	-3.3%	-10%	-0.1%	9%	.	.	.	22%	-0.8	66
CCCN(Cc1cc2cc(OC)ccc2[nH]c1=O)C(=O)c1ccncc1	-7.6%	5%	-0.2%	-4%	-0.2%	i	1.1	-1%	-0.8	38
O=S(=O)(c1ccccc1)c1nc(-c2ccccc2Cl)oc1NCCN1CCOCC1	-3.5%	-15%	-0.1%	11%	0.1%	i	1.1	-7%	1.4	78
CC(C)c1ccc(NC2CCCN(C(=O)c3ccsc3)C2)cc1 (stereo not drawn)	-0.3%	-8%	0.0%	13%	.	.	.	15%	1.7	69
O=[N+]([O-])c1cccc(S(=O)(=O)N2CCN(c3ccccn3)CC2)c1	-3.5%	8%	0.3%	10%	.	.	.	20%	0.7	56
COc1ccc(CC(=O)Nc2cc(C)on2)cc1	-5.4%	-5%	-0.1%	12%	-2.3%	i	1.1	34%	1.4	82
CCCc1cc(=O)oc2c(CN3CCCC3)c(O)c(Cl)cc12	-6.0%	19%	0.2%	2%	-1.0%	i	1.1	-8%	-0.4	68
O=C(CN1CCN(Cc2ccccc2)CC1)N/N=C/c1ccco1	-3.4%	4%	-0.2%	-1%	.	i	.	11%	-0.1	58
Cc1nn2c(N3CCN(CCO)CC3)c3c(nc2c1-c1ccccc1)CCCC3	-3.6%	4%	-0.1%	19%	.	i	.	24%	2.4	52

Further structures follow.
SMILES	KOR beta-arrestin-2	NOD1 inhibition	GPR55 beta-arrestin	NOD2 inhibition	ER stress rescue	Yfh1-off respiration	TNAP activation fold	KOR beta-arrestin-1	NTR1 agonist	NTR1 agonist cell count 20 µM
CC(=O)c1ccc(NC(=O)CN(C)CC(=O)Nc2cccc(F)c2)cc1	-1.4%	-28%	-0.3%	-6%	0.0%	i	1.1	-11%	1.5	53
COc1ccc(-c2nc(=S)c3c([nH]2)Oc2ccc(C)cc2C3)cc1O	0.2%	-1%	0.2%	-12%	0.9%	i	1.1	-52%	0.6	42
Cc1nc2sc(C(c3cccs3)N3CCOCC3)c(O)n2n1 (stereo not drawn)	-4.5%	-7%	0.3%	16%	.	i	1	0%	-1.5	54
Clc1ccc(-c2nc3ccccc3n2OCc2ccccc2)cc1	0.7%	-10%	0.0%	-2%	-0.9%	i	1.1	21%	8.9	62
FC(F)(F)c1cccc(N2CCN(Cc3ccoc3)CC2)c1	3.3%	-13%	-0.1%	-37%	-1.7%	i	1.1	-3%	0.1	68
Cc1ccc(NC(=O)CN2CCC(C(N)=O)CC2)cc1[N+](=O)[O-]	-1.8%	-22%	0.1%	17%	0.7%	i	1	7%	0.4	51
O=C(CSc1nnc(NC2CCCCC2)s1)NC1CCS(=O)(=O)C1 (stereo not drawn)	-2.9%	-29%	-0.3%	-7%	-0.6%	i	1	-25%	1.7	77
CC(C)NC(=O)c1onc(CSc2ccc(Cl)cc2)c1C(=O)NC(C)C	-2.8%	-9%	-0.2%	4%	.	i	.	36%	4.2	92
CCC1CCCCN1Cc1nc(Cc2ccccc2Cl)no1 (stereo not drawn)	-4.6%	0%	0.2%	7%	.	i	.	5%	0.1	58
Cc1nc(SCC(=O)NC(=O)NC2CCCCC2)nc(C)c1C	3.8%	-24%	0.9%	3%	-0.4%	i	1	4%	0.4	31
COc1ccc(N(CC(=O)Nc2cc([N+](=O)[O-])ccc2C)S(C)(=O)=O)cc1OC	5.9%	1%	-0.1%	20%	.	i	.	2%	2.0	65
CCc1ccc2nc3sc(C(=O)Nc4nnc(CC)s4)c(N)c3cc2c1	0.7%	-32%	-0.1%	-56%	-6.5%	i	0.9	-51%	-1.0	41

Remaining list, next part
SMILES	KOR beta-arrestin-2	NOD1 inhibition	GPR55 beta-arrestin	NOD2 inhibition	ER stress rescue	Yfh1-off respiration	TNAP activation fold	KOR beta-arrestin-1	NTR1 agonist	NTR1 agonist cell count 20 µM
Cc1ccc(CC(NC(=O)c2ccccc2)C(=O)NCC(=O)O)cc1 (stereo not drawn)	1.7%	-9%	-0.1%	-3%	0.3%	i	1.1	-6%	0.4	86
Cc1cc(C)cc(-n2c(C)cc(/C=N\NC(=O)COc3cccc4cccnc34)c2C)c1	0.2%	0%	0.0%	11%	5.4%	i	1.2	-19%	6.7	82
Cc1nc2c(Cl)cc(Cl)cc2[nH]1	2.6%	-14%	-0.1%	16%	-1.1%	i	1.1	4%	-0.2	26
Nc1nc(CSc2n[nH]c(-c3ccccc3)n2)nc(Nc2ccccc2)n1	0.1%	-7%	-0.1%	-4%	-2.2%	i	0.1	30%	8.0	42
CCc1ccc(OCC(=O)Nc2ncc3c(n2)CC(C)(C)CC3=O)cc1	5.9%	-3%	-0.1%	8%	2.6%	i	1	11%	1.1	94
CCC(C)Nc1nc(OCC(F)(F)F)nc(OCC(F)(F)F)n1 (stereo not drawn)	3.6%	36%	-0.1%	13%	-2.2%	i	1	9%	-0.2	55
Cc1cc(NC(=O)COC(=O)CC2CCCC2)c([N+](=O)[O-])cc1C	-3.4%	-16%	-0.1%	2%	.	.	.	12%	0.9	67
Cc1ccc(-n2cc(CN3CCC(CO)(Cc4ccccc4)CC3)cn2)cc1	1.2%	-20%	1.5%	11%	-3.2%	i	1.1	-22%	0.3	29
COC(=O)c1ccc(C2C(Oc3ccccc3)C(=O)N2CCc2ccc(OC)c(OC)c2)cc1 (stereo not drawn)	-2.8%	-15%	0.2%	-3%	-1.7%	i	1.1	1%	3.8	45
O=C(Cn1nnc2ccccc21)c1ccccc1	-1.3%	-9%	0.6%	-6%	0.1%	i	0.9	11%	-0.9	51
CCc1ccccc1N(CC(=O)N1CCN(c2ccccc2F)CC1)S(C)(=O)=O	3.1%	-23%	-0.1%	-32%	0.1%	i	1.1	10%	-0.9	83
N#Cc1ccc(C(=O)N2CCN(c3ncccn3)CC2)cc1	1.6%	-1%	0.0%	-6%	.	.	.	-24%	-1.3	82

Following part.
SMILES	KOR beta-arrestin-2	NOD1 inhibition	GPR55 beta-arrestin	NOD2 inhibition	ER stress rescue	Yfh1-off respiration	TNAP activation fold	KOR beta-arrestin-1	NTR1 agonist	NTR1 agonist cell count 20 µM
CCOC(=O)C1=C(C)N(c2ccccc2)C(=O)C1CC(=O)O (stereo not drawn)	4.2%	16%	0.0%	-3%	0.7%	i	1.1	-1%	2.3	79
Cc1ccc(S(=O)(=O)NCCc2ccc(S(N)(=O)=O)cc2)cc1	-5.2%	1%	0.2%	1%	0.1%	i	1.2	-3%	-1.2	90
Cc1nc(-c2cc(-c3nc(-c4cc(C(F)(F)F)cc(C(F)(F)F)c4)no3)no2)cs1	4.2%	-17%	0.2%	4%	.	i	.	13%	1.2	45
Cc1nnc(SCCn2c(N3CCC(C)CC3)nc3c2c(=O)[nH]c(=O)n3C)s1	-2.2%	-14%	-0.4%	2%	0.3%	i	1	24%	1.8	54
Nc1nc(Br)c2ccccc2c1-c1ccccc1	-2.3%	-7%	0.2%	4%	-0.7%	i	1.2	-13%	3.2	48
O=C(O)C1CC(=O)N(C2CCCCC2)C1c1ccccc1 (stereo not drawn)	-3.9%	-38%	0.3%	-7%	-3.8%	.	1.1	19%	2.0	62
CCOc1ccc(OCCn2nnc3ccccc3c2=O)cc1	-4.5%	-37%	-0.3%	-46%	2.6%	i	1.2	8%	-1.2	35
COc1ccc(/C=N\NC(=O)COc2ccccc2Cl)cc1Cn1nc(C)cc1C	-2.1%	-39%	0.0%	20%	0.0%	i	1.1	12%	4.4	48
CCn1cc(C(=O)NCc2ccco2)c(=O)c2cc(S(=O)(=O)N3CCCCCC3)ccc21	6.2%	16%	0.0%	14%	-0.7%	i	0.9	-22%	4.1	90
COc1ccc(-n2nccc2-c2nn(-c3cccc(OC)c3)c(=O)n(C)c2=O)cc1	21%	-5%	-0.1%	-3%	-0.6%	i	1.2	0%	-0.5	52
Cc1sc2nc(-c3ccccc3)[nH]c(=O)c2c1-c1ccccc1	9.4%	-11%	0.3%	11%	-1.0%	i	1.1	23%	6.6	65
O=C1CCC(C(=O)Nc2cc(C(F)(F)F)ccc2-n2cncn2)=NN1	4.1%	-17%	-0.1%	4%	.	.	.	-25%	0.6	40

The listing continues.
SMILES	KOR beta-arrestin-2	NOD1 inhibition	GPR55 beta-arrestin	NOD2 inhibition	ER stress rescue	Yfh1-off respiration	TNAP activation fold	KOR beta-arrestin-1	NTR1 agonist	NTR1 agonist cell count 20 µM
COc1ccc(/C=N/NC(=O)c2ccc(O)cc2)cc1CN1CCCc2ccccc21	-4.8%	-35%	0.2%	-12%	0.4%	i	1	6%	4.5	54
CC(C)C(C(=O)Nc1ncn[nH]1)N1C(=O)c2ccccc2C1=O (stereo not drawn)	-0.7%	-7%	-0.1%	2%	.	i	1.1	6%	-0.7	38
O=C(NN1CCN(Cc2ccccc2)CC1)c1ccc(Cl)cc1	2.7%	-29%	0.2%	9%	-0.8%	i	1.1	-14%	0.3	43
Clc1ccc(-c2nnc(-c3ccco3)nc2N2CCCCC2)cc1	1.1%	-14%	0.3%	6%	-1.0%	i	1	-36%	1.9	36
COc1ccccc1NC(=O)C1=C(C)NC(SCC(=O)c2ccccc2)=C(C#N)C1c1ccco1 (stereo not drawn)	-2.6%	-16%	-0.1%	-3%	.	i	1.1	4%	.	.
COc1ccccc1NCCC(=O)O	-4.3%	4%	-0.1%	14%	.	i	.	16%	-1.2	53
CN(C)c1cccc2c(S(=O)(=O)N3CCCC3)cccc12	-4.2%	2%	0.0%	17%	.	.	.	-10%	-0.6	86
Cc1cc(N2CCN(c3cccc(C)c3C)CC2)nc(-c2ccccc2)n1	-2.6%	21%	-0.3%	9%	-2.8%	i	1	10%	6.4	44

Assay outcomes deposited in PubChem by several laboratories.

Only part of the results is shown; the hit share may differ from the screen's.
